# GALK inhibitor = blocks human galactokinase activity. P51570. Purified GALK, Kinase-Glo residual ATP luminescence. Potency, µM (highest dose often 57.5 µM), for inactives: top-dose activity change, negative = inhibition, most hits filed as inhibitors. actives 0.007% (n = 270,000); further: potency means the concentration at half of the fitted maximal effect; on the % scale 0 is the no-effect control and ±100 the full control effect
#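 Kinase-Glo Plus luminescence measured ATP left after a 1 h room-temperature reaction. The reaction used 5 nM GALK, 100 uM galactose and 35 uM ATP at pH 8.0 (20 mM HEPES, 5 mM MgCl2, 60 mM NaCl, 1 mM DTT, 0.01% BSA).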
# PTAP TSG101 blk = blocks PTAP/TSG101 interaction to inhibit HIV-1 budding. Q99816. Fluorescence polarization, FITC-PTAP peptide / Tsg101 binding. Potency, µM (top dose mostly 115 µM), for inactives: at the top dose activity change, negative = inhibition, usual class: inhibitors. 340,000 tested, under 10 active. AID 493005; active means well fitted inhibition curve with a large enough effect in the main read-out, with a control signal flat, not every such curve was filed as active; inconclusive means small, poorly fitted or top-dose-only effect, or effect the other way, or a change in a side signal; inactive means no such curve, though single readings can be large or run the other way; further: potency means the concentration at half of the fitted maximal effect; % of control where 0% means no effect
#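 Tsg101 binding domain (10 uM final) was mixed with compound and a FITC-labeled PTAP peptide (50 nM final) in HEPES pH 7.5 buffer with NaCl, Tween 20, EDTA and TCEP; fluorescence polarization was read after 20 min at r.t.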
# Giardia killer = Giardia lamblia killing. Giardia lamblia trophozoite viability. activity change, % at 7.66 µM, hits read low. actives 0.15% (n = 340,000). AID 540267; in the data active means activity change below about -80%; inconclusive means between about -30% and that limit;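 further: parasites exposed to compound for two days anaerobically before the ATP read; on the % scale 0 is the no-effect control and ±100 the full control effect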
#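 Anaerobic 48 hrs incubation at 37 deg C of 100 trophozoites/well with test compounds; ATPLite 1-Step luminescence, 15-30 min RT, reports cellular ATP as viability.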
# ASM inhibitor = inhibitors of human secretory acid sphingomyelinase. P17405. placental ASM, HMU-PC fluorogenic substrate, 60 min. Potency, µM (highest dose often 57.5 µM), for inactives: at the top dose activity change, negative = inhibition, most hits filed as inhibitors. actives 0.006% (n = 340,000); further: potency means the concentration at half of the fitted maximal effect
#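 Fluorogenic HMU-PC substrate (9 uM final) is turned over by placental ASM in 60 min at 37 C after a 10 min compound preincubation. Reaction ended by alkaline stop (pH 10), with fluorescence read at 386/447 nm.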
# B2AR arrestin = beta2AR (human) beta-arrestin recruitment activity; P07550; beta-arrestin recruitment to beta2AR, cell-based reporter; Potency, µM (titrated, usually from 46.1 µM), for inactives: top-dose activation, usual class: activators; actives 0.02% (n = 330,000); AID 492947;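 further: potency means the concentration at half of the fitted maximal effect; 0% = DMSO controls and full agonism = EC100 isoproterenol or metaproterenol; nearly all actives have a fitted effect of over 65% in size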
# Target sequence (P07550 whole entry, looked up): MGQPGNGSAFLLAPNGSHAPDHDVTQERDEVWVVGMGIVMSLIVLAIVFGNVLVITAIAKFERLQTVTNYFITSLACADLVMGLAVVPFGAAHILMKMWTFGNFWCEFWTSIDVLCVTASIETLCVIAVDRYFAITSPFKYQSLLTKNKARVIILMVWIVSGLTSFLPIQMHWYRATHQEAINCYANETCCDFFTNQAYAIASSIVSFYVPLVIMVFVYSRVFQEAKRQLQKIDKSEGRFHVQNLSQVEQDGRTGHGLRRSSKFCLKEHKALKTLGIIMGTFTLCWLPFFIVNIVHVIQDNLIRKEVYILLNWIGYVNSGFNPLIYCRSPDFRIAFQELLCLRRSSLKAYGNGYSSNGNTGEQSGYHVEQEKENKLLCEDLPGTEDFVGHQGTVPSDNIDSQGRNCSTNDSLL
# Coupling enz = inhibits coupling enzyme system, counter-screen for aldolase hits. AID 2472. actives 0.67% (n = 290,000). activity change, negative = inhibition, % at 58.2 µM, hits read low. coupling enzyme system counterscreen, AmpLite Red fluorescence; in the data active means activity change below about -30%; further: on the % scale 0 is the no-effect control and ±100 the full control effect
#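 Counterscreen of the coupled detection system alone, without aldolase: glyceraldehyde-3-phosphate coupling enzymes plus AmpLite Red readout. Compounds at 57.5 uM final, 10 min RT preincubation, 20 min RT reaction, fluorescence 525/598 nm.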
# Menin-MLL TR inh = menin-MLL binding inhibition, Texas Red mutant peptide; AID 1768; O00255; actives 0.23% (n = 270,000); Potency, µM (top dose mostly 61.6 µM), without a hit: at the top dose FP activity change, negative = inhibition, hits mostly inhibitors; Menin + Texas Red MLL mutant peptide, fluorescence polarization; active means well fitted inhibition curve with a large enough effect in the polarisation, with a control signal flat, not every such curve was filed as active; inconclusive means small, poorly fitted or top-dose-only effect, or effect the other way, or a change in a side signal; inactive means no such curve, though single readings can be large or run the other way; the % refers to the polarisation; further: potency means the concentration at half of the fitted maximal effect; % of control where 0% means no effect; many of its hits are not listed in these tables
# Target sequence (O00255 whole entry, looked up): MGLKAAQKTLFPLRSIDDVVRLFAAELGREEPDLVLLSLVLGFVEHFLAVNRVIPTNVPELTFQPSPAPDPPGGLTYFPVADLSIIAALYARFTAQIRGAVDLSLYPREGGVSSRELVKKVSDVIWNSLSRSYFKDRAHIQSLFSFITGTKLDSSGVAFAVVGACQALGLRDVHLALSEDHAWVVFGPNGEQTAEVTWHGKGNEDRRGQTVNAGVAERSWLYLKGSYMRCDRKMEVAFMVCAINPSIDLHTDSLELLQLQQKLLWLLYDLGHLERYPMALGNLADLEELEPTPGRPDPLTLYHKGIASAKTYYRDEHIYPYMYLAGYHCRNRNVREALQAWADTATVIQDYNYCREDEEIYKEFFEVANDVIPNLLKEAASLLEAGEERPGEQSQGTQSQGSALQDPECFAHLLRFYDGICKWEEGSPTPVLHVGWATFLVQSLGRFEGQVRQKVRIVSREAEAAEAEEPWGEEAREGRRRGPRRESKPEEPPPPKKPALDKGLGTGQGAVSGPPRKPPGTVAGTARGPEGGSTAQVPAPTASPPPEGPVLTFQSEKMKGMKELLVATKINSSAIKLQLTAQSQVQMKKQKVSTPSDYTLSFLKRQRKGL
# Tb PFK block = blocks T. brucei phosphofructokinase; T. brucei PFK, ADP-Glo luminescence; Potency, µM (titrated, usually from 57.5 µM), for inactives: at the highest dose activity, negative = inhibition, usual class: inhibitors; actives 0.17% (n = 330,000);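 further: potency means the concentration at half of the fitted maximal effect; 0% = uninhibited 1x PFK enzyme wells and -100% = no-enzyme wells; nearly all actives have a fitted effect of over 60% in size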
#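 ADP-Glo luminescence quantified ADP after 45 min at room temperature, with 1.25 nM T. brucei PFK, 0.1 mM ATP and 0.5 mM fructose-6-phosphate in pH 8.0 TEA buffer. qHTS titrations up to 57 µM; curves classified by quality.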
# a7 integrin act = integrin-mediated muscular dystrophy alleviation activation | alpha7betagal myoblasts, beta-gal FDG fluorescence, 48 h | Potency, µM (highest dose often 38.3 µM), for inactives: at the highest dose activation, most hits filed as activators | actives 0.064% (n = 350,000);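 further: potency means the concentration at half of the fitted maximal effect; 100% = response of the positive control SU9516; nearly all actives have a fitted effect of over 60% in size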
#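 Alpha7betagal+/- myoblasts (passage 13) were plated 16-24 hr, then exposed to compounds (1:260 dilution of DMSO stock) for 48 hours at 37C. After MPER lysis, β-galactosidase reporter activity was read as FDG fluorescence (ex 480/em 540) after 30 minutes.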
# BCR signal inh = inhibitors of chronic active B-cell receptor signaling. ABC-DLBCL IkBa-CBG/CBR reporter, luminescence ratio, 4 h. Potency, µM (titrated, usually from 46.1 µM), without a hit: at the highest dose ratio change, negative = lower green/red ratio, most hits filed as inhibitors. actives 0.05% (n = 340,000). AID 493014; active means well fitted inhibition curve with a large enough effect in the signal ratio, with a control signal flat, not every such curve was filed as active; inconclusive means small, poorly fitted or top-dose-only effect, or effect the other way, or a change in a side signal; the % refers to the signal ratio;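 further: potency means the concentration at half of the fitted maximal effect; plate controls were basal doxycycline-induced cells for no effect and cells given 10 µM MG132 for full effect; MG132 reads +100%, hits lower the ratio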
#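 Cell line TMD8 (human ABC DLBCL), stably expressing tet-inducible CBG68-IkBa fusion and CBR; IMDM/0.5% FBS; cpd up to 46 uM; dox induction, 4 h, 37C/5% CO2; dual luminescence; green/red ratio; MG132 control.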
# PKM2 activator = PKM2 (human) enzyme activation; P14618; actives 0.34% (n = 260,000); Potency, µM (top dose mostly 57.5 µM), for the others: at the top dose activation, hits mostly activators; purified PKM2, Kinase-Glo ATP luminescence, activation; response scale: 0% is enzyme alone, no compound; further: potency means the concentration at half of the fitted maximal effect; on the % scale 0 is the no-effect control and ±100 the full control effect; nearly all actives have a fitted effect of over 55% in size
#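 Purified hPK-M2 (>95% pure) converted ADP (0.1 mM final) to ATP with 0.5 mM PEP in 50 mM imidazole pH7.2, KCl, MgCl2, Tween 20, BSA; 1 h at room temperature. ATP detected by Kinase-Glo luminescence.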
# Starred values were filed as active, the others as inactive; ? = inconclusive; · = no result given; [ ] = dose if it differs, or a comment. Unless noted, the call rests on the fitted dose curve; in most records, active means well fitted curve in the direction sought with a large enough effect; inconclusive means small, poorly fitted or top-dose-only effect, or another doubt; inactive means no such curve, though single readings can be large; an effect the other way counts as inactive or inconclusive.
SMILES,GALK inhibitor,PTAP TSG101 blk,Giardia killer,ASM inhibitor,B2AR arrestin,Coupling enz,Menin-MLL TR inh,Tb PFK block,a7 integrin act,BCR signal inh,PKM2 activator
COc1ccc(Cl)cc1NC(=O)CSc1nnc(CN2CCOCC2)n1-c1ccc(Cl)cc1,-4%,-4%,-21,-5%,-0.1%,1,-6%,-8%,-18%,-10%,-8%
C=C[C@H](CC(C)C)N(Cc1ccccc1)S(=O)(=O)N(Cc1ccccc1)[C@@H](C=C)CC(C)C,·,-24%,-16,-9%,-0.9%,·,·,4%,8%,3%,·
O=C(O)c1ccc2c(c1)C(=O)N([C@H](Cc1ccc(C(F)(F)F)cc1)C(=O)O)C2=O,·,·,·,·,-0.5%,9,10%,7%,·,-1%,·
CCN(CC)S(=O)(=O)c1ccc(NC(=O)COC(=O)c2cnc(C)cn2)cc1,-1%,-4%,-14,-1%,0.3%,1,-1%,-5%,4%,-1%,-1%
NC(=O)CSCc1c(Cl)cccc1Cl,0%,-6%,-14,5%,-0.2%,-2,-22%,1%,-22%,1%,-6%
COc1cc2[nH]c(=S)n(Cc3ccco3)c(=O)c2cc1OC,1%,·,-16,-4%,0.0%,4,0%,-4%,13%,?,2%
COc1ccc(CCC(=O)N2CCN(c3cccc(C)c3C)CC2)cc1,3%,2%,-21,-4%,-0.9%,1,-13%,3%,-24%,-1%,7%
O=C(NNc1ccccc1)C(=O)NNS(=O)(=O)c1ccc(CCCl)cc1,-3%,-9%,4,-2%,-0.7%,8,·,2%,19%,-8%,0%
Cc1cc(=O)c(C(=O)Nc2cccc(C(=O)NC3CC3)c2)nn1-c1ccccc1Cl,·,-6%,21,-2%,-0.2%,·,·,0%,36%,?,·
Cc1ccc(S(=O)(=O)N2CCCCC2)cc1NC(=O)Cn1cnnn1,-1%,-5%,37[activator],-5%,-0.4%,1,·,2%,34%,-1%,14µM*
O=C(NNc1nc2c(F)cccc2s1)C1COc2ccccc2O1 (stereo unspecified),3%,-2%,-21,10%,0.5%,4,-7%,-5%,12%,-14%,7%
CC[C@@]12C(=O)N(c3cccc(Br)c3)C(=O)N1[C@H](c1ccc(OC)cc1)[C@@H]1C(=O)N(C(C)(C)C)C(=O)[C@@H]12,·,-3%,33[activator],1%,-0.2%,·,·,0%,31%,10%,·
CC1(C)Cc2ccccc2-c2nnc(SCC(=O)Nc3ccc4c(c3)OCO4)n21,0%,-7%,-17,-3%,-0.8%,4,3%,0%,-30%,4%,13%
COc1ccc(CCNc2oc(COc3ccccc3F)nc2C#N)cc1,0%,-2%,-6,-15%,-0.1%,2,15%,-4%,11%,-6%,2%
O=C1Oc2ccccc2C(=O)/C1=C/N1CCN(c2ccccc2F)CC1,11%,1%,4,1%,0.1%,10,-1%,-3%,?,?,-7%
O=C(NCCC1=CCCCC1)C1CCN(S(=O)(=O)c2ccc(Br)s2)CC1,·,-2%,15,1%,-0.3%,1,-1%,-4%,9%,?,7%
CC(=NNC(=O)CCC(=O)Nc1ccccc1Cl)c1ccco1,·,-7%,12,3%,-0.4%,·,·,0%,2%,7%,·
c1ccc(-n2nnnc2SCc2ccccn2)cc1,1%,-6%,26,4%,-0.1%,0,-4%,-4%,5%,19%,-2%
Cc1[nH][nH]c(=O)c1C(c1ccc(N(C)C)c(Br)c1)c1c(C)[nH][nH]c1=O,5%,-1%,8,2%,-0.6%,-5,·,-16%,5%,?,-3%
COc1ccc(C(=O)N/N=C(\C)c2ccc3c(c2)C2C=CCC2C(c2ccccc2)N3)cc1 (stereo unspecified),-1%,-5%,-9,-2%,6.6%,-9,?,-3%,0%,?,-5%
Cc1ccnc(NS(=O)(=O)c2ccc(NC(=O)Cc3c(F)cccc3Cl)cc2)n1,-4%,-7%,6,3%,0.0%,2,8%,-3%,?,-12%,5%
CCOC(=O)c1sc(NC(=O)c2cccc(S(=O)(=O)N3c4ccccc4CC3C)c2)cc1C (stereo unspecified),1%,-1%,2,6%,0.2%,-5,-11%,-3%,-47%[inhibitor],0%,-2%
Nc1c2c(nc3sc4c(c13)CCCC4)-c1ccccc1CC2,-1%,1%,-10,-18%,0.4%,-2,·,4%,-11%,?,3%
CCCS(=O)(=O)c1c(S(=O)(=O)CCC)c2ccccn2c1C(=O)OC,2%,-3%,-6,3%,0.3%,3,8%,4%,34%[7.66 µM],1%,-1%
COCCN(Cc1cc2cc(C)ccc2nc1Cl)C(=O)Nc1ccccc1OC,4%,-2%,-14,-1%,-0.2%,0,-1%,1%,5%,-1%,-2%
O=C(NCc1ccccn1)C1CN(S(=O)(=O)c2ccccc2)CCN1S(=O)(=O)c1ccccc1 (stereo unspecified),2%,-1%,-14,5%,0.0%,1,-18%,16%,0%,-1%,0%
Cc1ccc(-n2nnc(-c3cc4ccccc4nc3Cl)n2)cc1,2%,-6%,3,8%,-0.4%,-2,13%,-5%,16%,?,-1%
CC(C)c1cc(NC(=O)CCl)on1,0%,-2%,7,-3%,0.5%,1,9%,-6%,-64%[inhibitor],?,0%
COC(=O)c1c(C(=O)OC)c(-c2ccc(C(C)(C)C)cc2)n2c1CS(=O)C2 (stereo unspecified),-1%,2%,7,2%,-0.2%,4,4%,0%,?,1%,2%
CC(C)COC(=O)c1ccc(NC(=O)C2C3C=CC(C3)C2C(=O)O)cc1 (stereo unspecified),-4%,-3%,11,0%,0.5%,6,-19%,-3%,-10%,1%,-3%
Cn1ncc(Cl)c1C(=O)NCC1CCCO1 (stereo unspecified),-1%,2%,-7,6%,0.2%,·,·,0%,16%,-1%,-1%
CCN(CC)S(=O)(=O)c1cccc(NC(=O)C2SC(=Nc3ccc(C)cc3C)C(C(=O)NCC3CCCO3)=C2N)c1 (stereo unspecified),0%,-6%,-5,-15%,0.5%,-1,·,3%,-10%,-5%,1%
COc1ccc(CCNC(=O)CSc2ccc(-c3ccncc3)nn2)cc1,-1%,0%,-1,-2%,0.3%,2,1%,-1%,10%,1%,1%
CCc1nc2c(cnn2-c2ccc(Cl)cc2)c(=O)n1-c1ccc(OC)cc1,0%,-1%,9,14%,0.2%,0,-9%,0%,-46%[inhibitor],-1%,-1%
Cc1nc2c(c(=O)n1Cc1ccccc1Cl)c1nc3ccccc3nc1n2Cc1ccco1,-5%,·,·,·,0.2%,2,40%[activator],-24%,·,?,?
CC(C)(C)c1ccccc1NC(=O)c1cc(-c2ccncc2)nc2ccccc12,·,-1%,23,-1%,-0.2%,·,·,0%,9%,-4%,·
CC/C(Cc1ccccc1)=N\NC(=O)c1cc([N+](=O)[O-])cc([N+](=O)[O-])c1,12%,-3%,-8,-2%,0.2%,1,14%,-4%,-12%,2%,-4%
CCCCn1c(SCC(=O)Nc2nnc(C)s2)nnc1-c1ccoc1C,0%,-7%,6,3%,-0.8%,3,-21%,1%,23%,1%,-10%
O=C1C2CC=CCC2C(=O)N1c1ccc(N2CCN(c3ccccn3)CC2)c([N+](=O)[O-])c1 (stereo unspecified),5%,-1%,20,-5%,-0.3%,2,10%,-1%,19%,12%,6%
Cc1ccccc1NC(=O)COC(=O)CCc1ccccc1,11%,-8%,2,1%,0.2%,0,2%,-1%,-18%,-2%,-3%
Fc1ccccc1N1CCN(Cc2nc(-c3ccc(Cl)cc3Cl)no2)CC1,1%,-2%,2,-2%,0.4%,0,0%,5%,17%,?,-1%
CC1CN(C(=S)Nc2cccc(F)c2)CC(C)O1 (stereo unspecified),·,-4%,-26,-2%,-0.9%,-2,20%,-5%,-14%,-7%,-1%
CCOc1cc(C(=O)Nc2c(C)ccc3nsnc23)cc(OCC)c1OCC,0%,-1%,8,-1%,0.1%,3,13%,0%,-35%,1%,6%
CC(=O)c1c(C)[nH]c(C(=O)OCC(=O)Nc2cccc(S(=O)(=O)N(C)C)c2)c1C,0%,-6%,-2,-10%,-1.1%,2,5%,2%,-24%,0%,4%
Cc1cccc(N2CCN(c3nc4nonc4nc3N3CCSCC3)CC2)n1,1%,0%,7,-7%,0.1%,2,-1%,-1%,9%,10%,2%

# Not all compounds are listed. The share of hits here may be higher or lower than overall.
